Hsp70 activator: Hsp70 transcriptional activation, primary screen | HeLa Hsp70 promoter luciferase reporter, luminescence; scaled: vehicle 0, proteasome-inhibitor control 100% | 200,000 compounds, 0.04% hits | activation, % at 10 µM;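 active means activation above the mean across all tested compounds plus 3 SD, cutoff set per campaign, cut at about 5.5% in these data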;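 further: 100% = MG132 at 30 µM as the positive control and 0% = DMSO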
Diaphorase act: diaphorase activation or chemical reduction counter-screen; AID 1229; 190,000 compounds, 0.005% hits; Diaphorase/resazurin coupled assay, resorufin fluorescence, 16 min; stronger effect = higher value; 1 = vehicle wells, 0 = NADH-free wells; activation factor at 20 µM;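 active means diaphorase activity raised at least twofold by the compound at 20 µM; inactive means activation factor below 2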
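Assay system: Purified diaphorase enzyme from Clostridium kluyveri | Amount: Enzyme 0.07 U/mL final | Dosing: Compound 20 µM once, DMSO 1% | Timing: 16 min reaction at room temperature | Detection: Fluorescence, excitation 544 nm and emission 590 nm | Evaluation: Higher resorufin formation from activation or reduction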
PMI activator: activators of human phosphomannose isomerase; purified human PMI, coupled resazurin fluorescence, 20 min; stronger effect = higher value; 1 = vehicle control, 0 substrate-free wells; 190,000 compounds, 0.005% hits; P34949; activation factor at 20 µM;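 active means activation factor of 2 or more at 20 µM, relative to plate controls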
Target sequence (P34949 whole entry, looked up): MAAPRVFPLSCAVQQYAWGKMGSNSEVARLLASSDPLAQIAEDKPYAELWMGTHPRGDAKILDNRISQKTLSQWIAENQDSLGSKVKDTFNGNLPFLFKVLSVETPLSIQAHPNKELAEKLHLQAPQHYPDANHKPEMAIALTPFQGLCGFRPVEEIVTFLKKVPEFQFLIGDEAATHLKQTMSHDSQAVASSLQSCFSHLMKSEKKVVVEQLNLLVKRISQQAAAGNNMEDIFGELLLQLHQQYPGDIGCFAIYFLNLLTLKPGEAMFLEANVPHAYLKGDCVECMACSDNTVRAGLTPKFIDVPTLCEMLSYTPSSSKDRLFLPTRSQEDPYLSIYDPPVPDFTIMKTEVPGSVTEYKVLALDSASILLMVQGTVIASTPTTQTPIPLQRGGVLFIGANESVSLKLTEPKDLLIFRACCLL
Diaphorase inh: diaphorase inhibition or chemical oxidation counter-screen; diaphorase resazurin-to-resorufin fluorescence, NADH, 16 min; bacterial (C. kluyveri) enzyme, not human; inhibition, % at 20 µM; 190,000 compounds, 0.69% hits; AID 1217;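 active means primary screen inhibition at 20 µM above a set limit, cut at about 50% in these data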;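 further: plate controls were DMSO with full reaction for no effect and wells lacking NADH for full effect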
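Detection: fluorescence of resorufin formed from resazurin, Ex 544/Em 590 nm; test system: Clostridium kluyveri diaphorase enzyme; amount: 0.14 U/mL diaphorase, enzyme working solution; times: 16-min room-temperature incubation before reading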
Lmaj promast: Leishmania major promastigote growth inhibition; AID 1063; 200,000 compounds, 9% hits; inhibition, % at 10 µM; Leishmania major promastigotes, resazurin fluorescence viability;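 further: promastigotes grown with compound for 44 hours at 28 °C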
RAM inhibit: blocks the yeast RAM network; S. cerevisiae dse1pr::URA3 reporter, 5-FOA growth OD615, 2 d; analog-sensitive cbk1-as2 kinase mutant strain; inhibition, % at 50 µM; 190,000 compounds, 1.8% hits;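 active means inhibition above a set limit, 3 SD over mean compound inhibition, cut at about 8.4% in these data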;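 further: 0% = DMSO-only wells with no growth and 100% = 10 µM 1-NA-PP1 full growth; inhibition rescues growth on 5-FOA so higher OD means more RAM inhibition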
DTT redox prof: compounds producing H2O2 with reducing agent – biochemical, NIH compound library profiling, artefact control for MLSCN library redox annotation, primary screen; 200,000 compounds, 0.03% hits; activation, % at 10 µM; DTT-dependent redox cycling H2O2, phenol red/HRP absorbance; 100% = 100 µM peroxide control, 0% = buffer;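 active means activation of at least 50% relative to the plate's high and low controls in the primary single-dose screen; inactive means activation below 50%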;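 further: compound incubated with DTT at 0.8 mM final as the reducing agent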
TLR4 MyD88 comp: inhibitors of human TLR4-MyD88 binding; 200,000 compounds, 0.18% hits; AID 861; inhibition, % at 8.4 µM; O00206+Q99836; HeLa CL3-4 TLR4/MyD88 BLA complementation, FRET ratio; in the data active means inhibition above about 25%;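 further: 0% = vehicle and 100% = reference inhibitor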
S1P3 antag: blocks the human S1P3 receptor; AID 485; inhibition, % at 4.98 µM; 170,000 compounds, 0.27% hits; Q99500; CHO S1P3 NFAT-BLA reporter, FRET fluorescence, antagonist mode;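 active means inhibition above the plate cutoff, the mean inhibition of test wells on that plate plus 3 SD, cut at about 28% in these data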;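 further: cells challenged with S1P at its EC80 of 0.8 µM; blue over green emission ratio from cleaved BLA substrate after 4 h stimulation; 0% = S1P-stimulated wells and 100% = unstimulated DMSO-only wells; some compounds past the cut are filed as inactive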
Target sequence (Q99500 whole entry, looked up): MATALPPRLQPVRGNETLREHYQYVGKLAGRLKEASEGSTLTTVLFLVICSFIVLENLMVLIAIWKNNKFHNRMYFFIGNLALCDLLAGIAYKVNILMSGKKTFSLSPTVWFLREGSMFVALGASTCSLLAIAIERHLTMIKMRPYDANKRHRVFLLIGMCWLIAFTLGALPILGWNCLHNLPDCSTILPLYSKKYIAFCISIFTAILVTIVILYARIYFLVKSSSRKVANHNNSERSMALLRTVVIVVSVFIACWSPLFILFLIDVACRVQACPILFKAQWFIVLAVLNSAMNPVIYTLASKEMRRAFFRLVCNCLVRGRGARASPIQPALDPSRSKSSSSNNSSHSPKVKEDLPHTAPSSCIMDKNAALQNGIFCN
PMI act satM6P: activators of human phosphomannose isomerase at near-saturating mannose 6-phosphate; 190,000 compounds, 0.34% hits; coupled PMI enzyme assay, resazurin fluorescence, 20 min; stronger effect = higher value; 1 = untreated enzyme, 0 = substrate-free blank; activation factor at 20 µM; AID 1216;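 active means activation factor of 2 or more at 20 µM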
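Test system: human phosphomannose isomerase with PGI, G6PDH, diaphorase coupling enzymes; amount: 15 ng/mL PMI; incubation: enzyme reaction with compound 20 min at room temperature; technique: resorufin fluorescence (Ex 544/Em 590 nm) from resazurin via diaphorase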
G6PDH CS: L. mesenteroides G6PDH inhibition counter-screen | Purified L. mesenteroides G6PDH, diaphorase/resazurin coupled fluorescence, 45 min | inhibition, % at 5 µM | 200,000 compounds, 0.12% hits | AID 1020
Starred values were filed as active, the others as inactive; · = not tested or not shown. Unless noted, no stated cut-off is given here; in the data, active means inhibition above about 50%; inactive means the rest. No enrichment for hits; about 12% have a hit in one of these screens.

SMILES	Hsp70 activator	Diaphorase act	PMI activator	Diaphorase inh	Lmaj promast	RAM inhibit	DTT redox prof	TLR4 MyD88 comp	S1P3 antag	PMI act satM6P	G6PDH CS
CC(O)Cc1nsc(NC(=O)c2cccs2)n1 (stereo not drawn)	0.4	0.9	1	8	-1	1.0	-1.2	-13	4	0.9	6
O=C(Nc1cnn(Cc2c(Cl)cccc2Cl)c1)c1ccc([N+](=O)[O-])cc1	-0.4	0.9	0.9	10	3	1.1	-6.5	-8	·	1	1
COc1cc2c(cc1NC(=O)CN1CCN(S(=O)(=O)c3ccc(C)cc3)CC1)oc1ccccc12	0.1	0.9	0.8	11	32	4.7	-1.6	-3	·	1	-2
Nc1ncnc2c1ncn2[C@@H]1O[C@H](CO)C[C@@H]1O	0.2	0.9	1	9	·	·	·	·	7	1	4
CN1CCN(C(=S)NC(=O)c2cccc(S(=O)(=O)N(C)C)c2)CC1	-0.4	0.8	0.9	23	-6	2.2	-1.7	-2	-4	0.9	-2
Fc1ccc(CSc2ncnc3c2oc2ccccc23)cc1	-0.2	1	1	-2	27	8.0	-0.2	11	-20	1.1	-21
COc1ccc(C)cc1NC(=O)CCS(=O)(=O)c1cccc2nonc12	-0.1	0.9	1	11	-1	0.1	0.1	6	·	1	4
Cc1nnc2n(-c3ccccc3)c(=O)c3c4c(sc3n12)CCCC4	-0.5	0.8	1.1	20	3	0.5	0.0	4	-12	1.1	-1
CCCCNC(=O)N(C)c1nncnc1C(=O)NC	-0.4	1	1	-4	-7	1.6	0.2	-3	·	1.1	3
CCCCOc1ccccc1C1C(C(N)=O)=C(C)Nc2nnnn21 (stereo not drawn)	0.3	0.9	0.9	9	-2	1.5	-1.2	1	-22	0.9	0
CCOc1cc(/C=C2/C(=O)ON=C2C)ccc1OCc1ccccc1F	0.2	0.9	0.9	14	58*	7.1	2.4	11	·	1	7
CCCCCC(=O)NNC(=O)c1c(O)c2ccccc2n(CC)c1=O	-0.1	1	1.1	-5	-2	2.9	-0.3	8	-8	1.3	7
O=C(NCCc1ccccc1)c1ccco1	0.3	1.1	1.1	-7	-3	4.6	0.1	-12	·	1	2
CC(C)OCCCNC(=S)NNC(=O)C(c1ccccc1)c1ccccc1	-0.2	1	1	4	4	8.0	4.1	8	-4	1.1	3
CCCCC(=O)NC1(C(F)(F)F)C(=O)Nc2c1c(=O)n(C)c(=O)n2C (stereo not drawn)	0.0	0.9	0.9	6	-6	2.2	-0.2	8	-31	1	3
O=C(Nc1ccn(Cc2ccccc2F)n1)c1ccc(COc2ccc(Br)cc2)cc1	0.0	1	0.9	4	-3	16*	-7.1	3	·	0.9	6
Clc1ccc(NC2(c3nnnn3C3CCCCC3)CCCCC2)cc1	-0.2	0.8	0.9	18	3	3.3	-3.9	3	·	0.9	-4
COc1cccc2cc(C(C)N(CCCN3CCOCC3)C(=S)Nc3cccc(C)c3)oc12 (stereo not drawn)	-0.1	0.9	0.9	13	18	-0.6	-0.4	0	13	0.9	0
Cc1c(C(=O)OCCOc2ccc(Br)cc2)sc(=S)n1C	0.1	1.1	1	-9	-5	11*	-1.1	-7	-8	1.1	5
CC(C)CCNC(=O)CN(C(=O)CCC(=O)Nc1ccccn1)c1ccc2c(c1)OCO2	0.0	0.8	0.9	22	13	0.6	2.6	7	2	0.9	-3
C=CCNC(=O)Nc1ccc(Cl)cn1	-0.4	0.9	1	10	-6	-0.4	0.0	3	-11	1	1
O=C(COc1cccc2c1CCN(Cc1ccc(Cl)cc1)C2=O)N1CCOCC1	0.0	0.9	1	9	-9	0.2	-1.2	2	3	1	-2
COc1cccc(NC(=O)OCCN2CCN(Cc3ccccc3)CCC2=O)c1	-0.2	1	1.1	2	-1	-0.1	1.2	-3	-38	1	12
Cc1ccc(NC(=O)Cn2nnc(C(=O)NCc3cccs3)c2N)cc1	-0.3	0.9	1	10	-8	3.7	4.0	3	·	1	5
NC(N)=NC1=NC(=O)/C(=C/c2ccccc2-n2cccn2)S1	-0.1	0.9	1	15	-7	1.0	-1.1	9	-15	1	-2
O=C(NCCN1CCOCC1)c1cn(-c2ccccc2)nc1-c1cccs1	-0.2	0.9	1	13	0	1.0	0.1	7	·	1.1	1
CN(C)CCOc1ccc2c(c1)Sc1ccccc1CC2=O	-0.3	0.7	0.9	29	100*	0.9	-0.2	7	-17	0.5	4
CCc1ccc(CNCc2cccnc2)cc1	-0.4	1	0.9	1	90*	1.4	4.3	8	-19	1	33
CCc1ccc2[nH]c(=O)c(CN(Cc3ccco3)C(=S)NCC3CCCO3)cc2c1 (stereo not drawn)	-0.2	0.9	1	11	18	-0.2	-0.4	-13	5	1	9
O=C(COC(=O)Cc1ccc(S(=O)(=O)N2CCCCC2)s1)Nc1ccc2c(c1)OCO2	-0.4	0.8	1	23	-3	9.4*	0.1	-2	-40	0.9	5
O=C1Nc2ncccc2OC1CCO (stereo not drawn)	-0.3	1	1	3	8	0.1	0.1	-5	·	1	0
CCOc1ccccc1N(C(=O)Cn1nnnc1-c1ccc(C)o1)C(CC)C(=O)NC(C)(C)C (stereo not drawn)	0.2	0.8	1.1	16	4	1.6	0.3	-1	-28	1.1	12
Cc1ccc(C(C(=O)NC2CCCCC2)N(Cc2ccccc2)C(=O)Cc2c[nH]c3ccccc23)o1 (stereo not drawn)	-0.4	0.8	0.8	16	16	5.4	2.9	11	12	0.9	4
CC(C)N(CCc1ccncc1)C(=O)Nc1ccc(Cl)c(Cl)c1	-0.1	0.9	1	12	92*	-0.3	-2.9	0	7	1	2
CCCc1nnc(SCC(=O)N2CCCC(C)C2)n1CCOC (stereo not drawn)	-0.2	1.1	1.2	-7	-5	2.0	-0.8	19	-10	1.1	3
COCC(C)NC(=O)CCS(=O)(=O)c1nc(-c2ccc(OC)cc2)cc(C(F)(F)F)n1 (stereo not drawn)	0.1	0.8	0.9	21	-2	1.9	-0.8	-5	-31	0.9	-7
CCOC(=O)/C(C#N)=C/Nc1ccccc1NS(=O)(=O)c1cccc(C(C)=O)c1	-0.1	1	1	3	-3	2.6	-0.3	-3	-10	1	2
CCCCCOC(=O)C1C(c2ccccc2)C(C(=O)O)C1c1ccccc1 (stereo not drawn)	-0.3	0.8	1	16	-7	15*	0.8	-6	-7	1	-3
Cc1cc2c(N=O)c(NO)ccc2[nH]1	-0.2	0.8	0.5	22	83*	1.6	2.2	-12	-24	0.5	48
Cc1ccccc1C(=O)Nc1ccc(Br)c(C)n1	-0.2	0.8	0.9	18	11	0.7	2.6	2	-40	0.8	12
CCN1CC(CN(C)Cc2nc(COc3ccccc3)no2)CC1=O (stereo not drawn)	0.1	1.1	1	-11	-6	1.2	-0.5	1	4	1.1	6
Cc1ccc(SCC(=O)Nc2ccc(S(=O)(=O)Nc3nccs3)cc2)cc1	-0.2	0.9	0.9	15	-6	2.6	0.3	-8	-2	1	-2
Cc1nn(C(C)C(=O)N2CCc3ccccc3C2)c(=O)c2cc3occc3n12 (stereo not drawn)	-0.4	1	1	2	-4	0.0	-2.6	10	-7	1.1	5
CN(C)S(=O)(=O)Oc1ccsc1C(=O)Nc1ccc(C(F)(F)F)cc1	-0.2	1	0.9	2	14	-0.1	-1.4	-14	-12	1	10
COc1ccccc1NC(=O)c1cccnc1	0.0	1.1	1.1	-12	1	0.8	0.0	8	·	1.2	6
COC(=O)COc1cccc2c(=O)n(CC(=O)NCc3ccc(F)cc3)ccc12	-0.1	1	1	-2	-7	0.6	0.7	-1	-17	1.1	2
NC(=O)c1cccc(S(=O)(=O)N2CCCCC2)c1	-0.5	0.8	0.9	16	-7	-1.1	4.1	-2	-17	0.9	-15
COc1ccc(Cc2nc(-c3ccc(Cl)cc3)no2)cc1	-0.4	0.8	0.9	16	-4	2.7	-0.2	-7	-49	1	5
CCOC(=O)CCNC(=O)Nc1ccc2nc(C)n(Cc3ccc(Cl)cc3)c(=O)c2c1	-0.2	1	1	1	8	2.1	2.0	2	13	0.9	2
COc1ccccc1CN1C[C@@H]2C[C@@H](c3ccc(C)c(C)c3)N3CCC[C@@]23C1=O	0.0	1.2	1	-18	33	2.1	-1.5	-1	-20	0.9	4
COc1ccc(/C=N/N=C2/NC(=O)CC(C(=O)O)S2)cc1 (stereo not drawn)	-0.5	0.9	1.1	7	58*	1.3	0.0	-10	-2	1.1	4
CCN1C(=O)CC(C(=O)NCCc2ccc(S(N)(=O)=O)cc2)SC1=Nc1ccc(OC)cc1 (stereo not drawn)	-0.2	1	1.1	4	-3	0.4	-0.3	-33	6	1.1	4
CC(=O)Nc1ccc(OCC(O)CN2CCN(c3ccccc3Cl)CC2)cc1 (stereo not drawn)	0.1	0.9	1	14	-1	0.2	1.7	-1	·	1.1	4
OCCCc1cn(-c2ccccc2)c2ccccc12	-0.1	0.9	1	10	6	-1.9	-0.1	10	0	1.1	5
CCOP(=O)(OCC)c1nc(-c2ccc(Cl)cc2Cl)oc1N1CCOCC1	-0.2	0.9	0.9	14	-1	0.0	0.0	-4	6	1	7

In the list so far, these contain a thiophene ring, fused or not.
SMILES	Hsp70 activator	Diaphorase act	PMI activator	Diaphorase inh	Lmaj promast	RAM inhibit	DTT redox prof	TLR4 MyD88 comp	S1P3 antag	PMI act satM6P	G6PDH CS
CC(O)Cc1nsc(NC(=O)c2cccs2)n1 (stereo not drawn)	0.4	0.9	1	8	-1	1.0	-1.2	-13	4	0.9	6
Cc1nnc2n(-c3ccccc3)c(=O)c3c4c(sc3n12)CCCC4	-0.5	0.8	1.1	20	3	0.5	0.0	4	-12	1.1	-1
Cc1ccc(NC(=O)Cn2nnc(C(=O)NCc3cccs3)c2N)cc1	-0.3	0.9	1	10	-8	3.7	4.0	3	·	1	5
O=C(NCCN1CCOCC1)c1cn(-c2ccccc2)nc1-c1cccs1	-0.2	0.9	1	13	0	1.0	0.1	7	·	1.1	1
O=C(COC(=O)Cc1ccc(S(=O)(=O)N2CCCCC2)s1)Nc1ccc2c(c1)OCO2	-0.4	0.8	1	23	-3	9.4*	0.1	-2	-40	0.9	5
CN(C)S(=O)(=O)Oc1ccsc1C(=O)Nc1ccc(C(F)(F)F)cc1	-0.2	1	0.9	2	14	-0.1	-1.4	-14	-12	1	10

Compound activity from PubChem.
